# GLP-1R inv ag: acts as inverse agonist at human GLP-1 receptor. HEK293 GLP-1R CRE-luciferase, luminescence, 24 h; GLP-1R form is constitutively active. Potency, µM (series often up to 38.3 µM), for inactives: top-dose activity change, negative = inhibition, hits mostly inhibitors. 410,000 tested, 1.6% active; note: potency is the fitted concentration of half-maximal effect; % is set by controls: 0 for no effect and ±100 for the full control effect; nearly all actives have a fitted effect of over 55% in size
# Target sequence (P43220 whole entry, looked up): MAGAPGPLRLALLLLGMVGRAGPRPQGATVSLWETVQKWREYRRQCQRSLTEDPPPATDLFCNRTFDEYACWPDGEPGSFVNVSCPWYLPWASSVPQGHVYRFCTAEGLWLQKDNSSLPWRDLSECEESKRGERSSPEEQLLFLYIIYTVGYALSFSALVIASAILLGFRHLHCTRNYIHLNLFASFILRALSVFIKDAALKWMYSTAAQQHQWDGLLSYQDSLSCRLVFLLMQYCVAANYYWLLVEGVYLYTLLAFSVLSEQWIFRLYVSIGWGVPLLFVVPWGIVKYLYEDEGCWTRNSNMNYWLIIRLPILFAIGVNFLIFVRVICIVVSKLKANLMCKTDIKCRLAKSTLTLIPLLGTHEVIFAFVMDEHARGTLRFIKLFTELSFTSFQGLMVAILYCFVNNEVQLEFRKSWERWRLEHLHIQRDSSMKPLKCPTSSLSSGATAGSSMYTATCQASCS
#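 Inverse agonism was detected as reduced cAMP-driven luciferase luminescence after 24 h compound treatment. The cells were HEK293 clones expressing constitutively active human GLP-1R with the reporter. Reporter-only and GPR119 cell lines served as counterscreen controls.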
# aSyn yeast inh: alpha-synuclein toxicity inhibition in yeast | Yeast expressing alpha-synuclein, growth rescue, BacTiter-Glo, 24 h | Potency, µM (series often up to 46.1 µM), for inactives: top-dose growth rescue (activation), hits mostly activators | 370,000 tested, 0.14% active | AID 652106; note: potency is the fitted concentration of half-maximal effect; % of control where 0% means no effect; nearly all actives have a fitted effect of over 65% in size
#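 Galactose-induced alpha-syn yeast (OD600=0.02, raffinose-pregrown) + pinned cpd, 24 hr, 30 deg C; growth by BacTiter-Glo luminescence. Growth restoration scores as activation.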
# HEK293 tox: cytotoxicity counter-screen for GLP-1 receptor inverse agonists; 410,000 tested, 0.13% active; HEK293 cAMP-luciferase reporter cells, luminescence, 24 h; Potency, µM (doses to about 38.3 µM), for the others: top-dose activity change, negative = inhibition, hits mostly inhibitors;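 note: loss of luciferase light is scored as toxicity; potency is the fitted concentration of half-maximal effect; % is set by controls: 0 for no effect and ±100 for the full control effect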
#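 Seeding density was 200 cells/uL; after overnight-length (12 h) culture, 23 nL compounds went on for 24 h at 37 °C. Readout used a luciferase detection reagent, luminescence taken after 12 min at room temperature.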
# GLP-1R agonist: GLP-1 receptor (human) agonism. P43220. HEK293 GLP-1R CRE-luciferase, luminescence, 4-6 h; cells express a hypersensitive GLP-1R form. Potency, µM (highest dose often 45.6 µM), for inactives: at the highest dose activation, actives largely listed as activators. 380,000 tested, 0.007% active. AID 624172; note: potency is the fitted concentration of half-maximal effect; % of control where 0% means no effect
# TDP-43 yeast inh: inhibitors of TDP-43 toxicity in yeast. AID 652104. Potency, µM (highest dose often 46.1 µM), for inactives: at the highest dose growth rescue (activation), hits mostly activators. TDP-43 expressing yeast growth rescue, BacTiter-Glo, 24 h. 410,000 tested, 1.8% active; note: potency is the fitted concentration of half-maximal effect; % of control where 0% means no effect; nearly all actives have a fitted effect of over 50% in size
#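 In this qHTS, compounds that restore growth of yeast expressing TDP-43 appear as activators. Cells (OD600=0.02, galactose medium, raffinose-pregrown) are incubated with compound 24 hr at 30 deg C and growth is quantified by BacTiter-Glo.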
# PTHR1 agonist: activates the human parathyroid hormone receptor PTHR1 | Potency, µM (doses to about 115 µM), for the others: at the highest dose activation, hits mostly activators | HEK293 GP2 PTHR1 cells, GloSensor cAMP luminescence, 1 h | AID 743266 | 410,000 tested, 0.075% active; note: potency is the fitted concentration of half-maximal effect; nearly all actives have a fitted effect of over 55% in size; some results filed as inactive show a strong effect at the top dose; inactives centre near -15; many of its hits are not listed in these tables
# Target sequence (Q03431 whole entry, looked up): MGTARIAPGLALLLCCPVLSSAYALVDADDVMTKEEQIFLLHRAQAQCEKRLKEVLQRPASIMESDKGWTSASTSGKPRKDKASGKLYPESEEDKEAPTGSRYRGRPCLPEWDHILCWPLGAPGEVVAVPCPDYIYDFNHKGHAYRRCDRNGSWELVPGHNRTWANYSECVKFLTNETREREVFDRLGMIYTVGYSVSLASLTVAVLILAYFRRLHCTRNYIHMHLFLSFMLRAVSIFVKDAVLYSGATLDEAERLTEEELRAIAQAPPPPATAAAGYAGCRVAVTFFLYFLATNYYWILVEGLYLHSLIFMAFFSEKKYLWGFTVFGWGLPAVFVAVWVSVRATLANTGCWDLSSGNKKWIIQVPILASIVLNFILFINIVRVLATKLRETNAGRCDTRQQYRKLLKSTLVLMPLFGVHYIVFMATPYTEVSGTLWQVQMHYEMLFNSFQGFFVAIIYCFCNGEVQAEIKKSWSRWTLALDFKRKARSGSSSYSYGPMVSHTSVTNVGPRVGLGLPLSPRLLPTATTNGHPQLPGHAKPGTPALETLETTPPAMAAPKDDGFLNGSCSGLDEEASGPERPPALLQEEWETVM
#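 HEK-293-derived GP2 cells expressing PTHR1 and a GloSensor cAMP reporter, 3,000/well, plated overnight, given luciferin plus IBMX (each 0.5 mM as added) for 1 h at 37 °C, then compound for 1 h at 37 °C. Luminescence was read after 15 min at room temperature.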
# D3 ag: D3 dopamine receptor (human) agonism | P35462 | D3R DiscoveRx beta-arrestin cells, luminescence, 90 min | max activation, % | 410,000 tested, 0.58% active | AID 652048; in the data active = max activation above about 30%; note: 0% is about no effect; mostly tested at two doses, the higher about 12 µM
#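 Cells at 1500/well, incubated overnight, then treated with pinned compounds (dopamine as control) for 90 min at 37 degrees C. DiscoveRx reagent added for 30 - 60 minutes at room temperature; luminescence read.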
# DRD3 antagonist: D3 dopamine receptor (human) antagonism | P35462 | 360,000 tested, 2.5% active | D3R cells, DiscoveRx beta-arrestin luminescence, antagonist mode; active compounds read low | max response, negative = inhibition, %; in the data active = max response below about -50%; inconclusive = no clear call, values can overlap the other calls; note: % is set by controls: 0 for no effect and ±100 for the full control effect; mostly tested at two doses, the higher about 12 µM
#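 Cells plated overnight at 1500 cells/well, then exposed to library compounds with dopamine controls for 90 minutes at 37 degrees C. DiscoveRx reagent added for 30–60 minutes at room temperature; luminescence read, quantitative HTS format.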
# KB-V1 MDR tox: kills drug-selected multidrug resistant KB-V1 cells; KB-V1 MDR cells viability, CellTiter-Glo, 72 h; Potency, µM (top dose mostly 46.1 µM), inactives show top-dose activity change, negative = cytotoxicity, actives largely listed as cytotoxic; 400,000 tested, 3.4% active; note: potency is the fitted concentration of half-maximal effect; % is set by controls: 0 for no effect and ±100 for the full control effect; nearly all actives have a fitted effect of over 60% in size
#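 Potencies derive from concentration-effect curves fitted to normalized luminescence (CellTiter-Glo) of KB-V1 cells treated for 72 h at 37 degrees C in phenol-red-free DMEM containing 10% FBS.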
# * hit, by the source's call; i = inactive; ? = inconclusive; / = not tested or not shown; [ ] = another dose, or the depositor's remark. Unless noted, calls come from the whole dose curve; as a rule, active = well fitted curve in the direction sought with a large enough effect; inconclusive = small, poorly fitted or top-dose-only effect, or another doubt; inactive = no such curve, though single readings can be large; an effect the other way counts as inactive or inconclusive. Only part of the results is shown. The share of hits here may be higher or lower than overall.
SMILES | aSyn yeast inh | TDP-43 yeast inh | PTHR1 agonist | HEK293 tox | KB-V1 MDR tox | GLP-1R inv ag | GLP-1R agonist | D3 ag | DRD3 antagonist
Cc1cnc2ccc(F)cc2c1 | 0% | -2% | -6% | 3% | 0% | 13% | -6% | 5 | 11
O=C(NC(=S)Nc1ccc(S(=O)(=O)N2CCCCC2)cc1)c1cccs1 | 9% | -7% | 0% | ? | 3.3µM* | ? | -31%[inhibitor] | -3 | -29
Cc1c(C(=O)N(C)C)sc2c1c(=O)n(-c1ccc(Cl)c(Cl)c1)c(=O)n2CC(=O)C(C)(C)C | / | 4% | -21% | -7% | / | 1% | / | 10 | /
C[C@@H]1CN([C@@H](C)CO)C(=O)CCCn2nncc2CO[C@@H]1CN(C)C(=O)Nc1ccc(C(F)(F)F)cc1 | 0% | 0% | -18% | -6% | 0% | -7% | -2% | 6 | 15
COCCn1c(=O)[nH]c2cc(C(=O)N3CCN(c4ccc(F)cc4)CC3)ccc2c1=O | / | 0% | i | -5% | 24% | 0% | 0% | 2 | /
Cc1ccc(CNC(=O)C2CCCN2C(=O)Nc2ccc(F)cc2)cc1 (stereo unspecified) | 0% | 9% | i | -30% | 7% | -6% | -2% | 3 | 7
CCOc1ccc(-c2ccc(C=O)o2)c([N+](=O)[O-])c1 | -3% | -6% | i | -17% | -10% | ? | -3% | 3 | 8
Cc1cc(C)c(S(=O)(=O)N2CCCCC2)c(C)c1-n1ncnn1 | 4% | 5% | -17%[57.5 µM] | -22% | -22% | -24% | 5% | 1 | 11
CC(CNC(=O)CC(C)(C)C)NC(=O)CC(C)(C)C (stereo unspecified) | 3% | -5% | i | -9% | 1% | 17% | -10% | -5 | -10
COc1ccc(Oc2ncccc2NC(=O)c2cccc(C)c2C)cc1 | 1% | ? | -31%[inhibitor] | -2% | -1% | -16% | 15% | 9 | 16
Cc1c(-c2cccc(Cl)c2)nc2ccccc2c1C(=O)OCC(=O)Nc1ccc2c(c1)OCO2 | 11% | 7% | -13% | -18% | ? | ? | 1% | 10 | 24
CCCOC(=O)c1[nH]c2c(c1C)C(=O)CC(c1cc(OC)c(OC)c(OC)c1)C2 (stereo unspecified) | 0% | -5% | -93%[inhibitor] | -7% | -15% | -26% | 5% | 8 | 7
CC(C)(C)C(=O)Nc1nnc([C@H]2C[C@H](O)[C@@H](CO)O2)s1 | 0% | 21% | -25% | 7% | 5% | 14% | -1% | 7 | 16
Cc1cc(-c2cc(C(=O)NC3CCCC3)on2)nc(NC2CCCC2)n1 | 3% | 12% | -24% | -23% | 6% | 6% | -1% | 1 | 12
CC1(Cc2ccccc2OC(F)(F)F)C(=O)Nc2ccc(OC(F)(F)F)cc21 (stereo unspecified) | 2% | -55%[inhibitor] | -7% | -16% | -12% | ? | -6% | 1 | 4
CCCC(=O)N1CCC1(C)C(=O)NS(=O)(=O)c1cccc(Cl)c1 (stereo unspecified) | -1% | 4% | i | 1% | 16% | -20% | -1% | -5 | 0
CC(=O)N(Cc1ccccc1)c1ccccc1C(=O)O | 4% | -18% | -7% | -4% | 29% | 5% | -2% | 0 | 7
CC(C)c1ccc(C(=O)OC2CCOC2=O)cc1 (stereo unspecified) | -1% | 4% | i | 2% | 2% | 7% | 14% | 13 | 20
COC(=O)Nc1ccccc1C(=O)N1CCC(O)(c2ccc(Cl)cc2)CC1 | -2% | 11% | -15% | -7% | ? | 4% | 6% | -7 | -1
Cc1ccc(CNC(=O)C2CCCN(S(=O)(=O)N3CC(C)CC(C)C3)C2)cc1 (stereo unspecified) | -3% | -16% | -16% | 4% | 10% | ? | 4% | 0 | -18
CSc1ncccc1C(=O)Nc1ccc(F)c(F)c1F | -7% | 13% | i | -2% | 7% | 14% | 4% | -2 | 5
CC(C)Oc1ccc(CNC(=O)c2ccc3nc(Cc4ccccc4)oc3c2)cc1 | / | 12% | -33%[inhibitor] | 5% | -17% | 4% | / | 6 | /
CCOCC(O)CSCc1ccc(Cl)cc1 (stereo unspecified) | / | ? | -53%[inhibitor] | 0% | 3% | 2% | -4% | -11 | ?
CCC(C)(C)NC(=O)C(c1ccc(C)cc1)N(CC1CCCO1)C(=O)c1csnn1 (stereo unspecified) | -2% | -15% | i | -2% | -4% | 13% | 7% | -3 | 0
COc1ccc(CNC(=O)c2cc(-c3ccc(OC)cc3)on2)cc1 | / | 3% | i | -10% | -14% | 1% | / | -9 | /
c1ccc(-n2nnnc2SCc2ccccn2)cc1 | 0% | 0% | i | 0% | -6% | 13% | 32% | 0 | 2
CC(=O)NC(CSc1cc(C)nc2ccc(Br)cc12)C(=O)O (stereo unspecified) | -6% | 13% | i | 4% | 0% | -7% | -1% | -2 | -6
Cc1cc(=O)c(C(=O)Nc2cccc(C(=O)NC3CC3)c2)nn1-c1ccccc1Cl | 3% | 2% | ? | 8% | -13% | 18% | -1% | 2 | 7
Cc1ccc(/C=C2\SC(=S)N(/N=C/c3cc([N+](=O)[O-])ccc3O)C2=O)o1 | 23% | 20% | -19% | -8% | 5% | 0% | -4% | -4 | -75*
COc1cccc(-c2nn(C)c3sc(C(=O)NCc4ccc(OC)cc4OC)cc23)c1 | / | 16% | i | -22% | -14% | ? | / | 9 | /
Cc1cc(NC(=O)Nc2c[nH]c(=O)[nH]c2=O)ccc1Br | -4% | 0% | -1% | 0% | 18% | 16% | 2% | -2 | -3
Cc1cccc(Oc2nc(CN3CCOCC3)nc3sc4c(c23)CCCC4)c1 | 6% | -7% | -39%[inhibitor] | 2% | -27% | ? | 27% | -15 | 20
Cc1cccc(C)c1OCC(=O)Nc1c(C)nn(C)c1C | -2% | 11% | -5% | 5% | ? | 3% | 1% | -9 | -21
Cc1ccc(NC(=O)Cn2nc(C)c3nn(-c4ccc(Cl)cc4)c(C)c3c2=O)cc1C | / | 3% | i | -2% | / | 3% | / | -6 | /
Cc1nc2cc(C(F)(F)F)ccc2n1C1CCN(C(=O)N2CCOCC2)CC1 | 3% | 21% | -6%[57.5 µM] | -8% | ? | 0% | -5% | 0 | 10
N/C(=N\OC(=O)c1cccc(F)c1)c1cccc([N+](=O)[O-])c1 | -4% | ? | i | -7% | -9% | 13% | 4% | -9 | 2
CC(NC(=O)CN1C(=O)NC(c2ccccc2)(c2ccccc2)C1=O)c1cccs1 (stereo unspecified) | -1% | 8% | -38%[inhibitor] | 2% | ? | ? | -6% | 1 | -7
COc1ccc(C(CNC(=O)C2CC(=O)N(Cc3ccccc3)C2)N2CCCC2)cc1 (stereo unspecified) | -6% | -4% | i | 7% | 8% | -2% | 11% | -2 | -10
Cc1cccc(-c2cc(C(=O)Nc3c(C)n(C)n(-c4ccccc4)c3=O)c3ccccc3n2)c1 | -6% | 6% | -3% | ? | ? | ? | 4% | 1 | 18
O=C(NC1CCCCC1)NC1(C(=O)NCCCN2CCOCC2)CCCCC1 | -1% | -22% | i | 1% | 21% | 2% | -8% | 4 | -14
CCOc1cccc2sc(N(CCN(CC)CC)C(=O)c3ccco3)nc12 | / | -27% | -1% | ? | -16% | ? | / | -23 | /
Cc1cc2nc(SCC(=O)O)nc(C)c2cc1C | 5% | 1% | -12%[57.5 µM] | 3% | -2% | 2% | 3% | 2 | -8
CNS(=O)(=O)c1cc(Cl)ccc1Sc1ccccc1C(=O)O | -1% | -4% | 14% | 15% | 6% | -6% | -1% | -12 | 15
CC(C)N(Cc1cn[nH]c1-c1ccc(-c2ccccc2)cc1)Cc1nccn1C | 3% | -9% | i | ? | 0% | ? | 28% | 1 | -5
Cc1nnc(NC(=O)CSc2nccn2Cc2ccc(Cl)cc2)s1 | / | 0%[9.22 µM] | -8% | 0% | 8% | 20% | / | 3 | /

# A stretch taken from the entries so far, as a working copy:
SMILES | aSyn yeast inh | TDP-43 yeast inh | PTHR1 agonist | HEK293 tox | KB-V1 MDR tox | GLP-1R inv ag | GLP-1R agonist | D3 ag | DRD3 antagonist
CC1(Cc2ccccc2OC(F)(F)F)C(=O)Nc2ccc(OC(F)(F)F)cc21 (stereo unspecified) | 2% | -55%[inhibitor] | -7% | -16% | -12% | ? | -6% | 1 | 4
CCCC(=O)N1CCC1(C)C(=O)NS(=O)(=O)c1cccc(Cl)c1 (stereo unspecified) | -1% | 4% | i | 1% | 16% | -20% | -1% | -5 | 0
CC(=O)N(Cc1ccccc1)c1ccccc1C(=O)O | 4% | -18% | -7% | -4% | 29% | 5% | -2% | 0 | 7
CC(C)c1ccc(C(=O)OC2CCOC2=O)cc1 (stereo unspecified) | -1% | 4% | i | 2% | 2% | 7% | 14% | 13 | 20
COC(=O)Nc1ccccc1C(=O)N1CCC(O)(c2ccc(Cl)cc2)CC1 | -2% | 11% | -15% | -7% | ? | 4% | 6% | -7 | -1
Cc1ccc(CNC(=O)C2CCCN(S(=O)(=O)N3CC(C)CC(C)C3)C2)cc1 (stereo unspecified) | -3% | -16% | -16% | 4% | 10% | ? | 4% | 0 | -18
CSc1ncccc1C(=O)Nc1ccc(F)c(F)c1F | -7% | 13% | i | -2% | 7% | 14% | 4% | -2 | 5
CC(C)Oc1ccc(CNC(=O)c2ccc3nc(Cc4ccccc4)oc3c2)cc1 | / | 12% | -33%[inhibitor] | 5% | -17% | 4% | / | 6 | /
CCOCC(O)CSCc1ccc(Cl)cc1 (stereo unspecified) | / | ? | -53%[inhibitor] | 0% | 3% | 2% | -4% | -11 | ?
CCC(C)(C)NC(=O)C(c1ccc(C)cc1)N(CC1CCCO1)C(=O)c1csnn1 (stereo unspecified) | -2% | -15% | i | -2% | -4% | 13% | 7% | -3 | 0
COc1ccc(CNC(=O)c2cc(-c3ccc(OC)cc3)on2)cc1 | / | 3% | i | -10% | -14% | 1% | / | -9 | /

# Source: PubChem
